KDM5B inh: inhibitors of human KDM5B histone demethylase; 220,000 tested, 2.6% active; AID 1347165; Potency, µM (doses to about 57.7 µM), for inactives: at the top dose activity change, negative = inhibition, hits mostly inhibitors; Q9UGL1; KDM5B demethylase, FDH-coupled NADH fluorescence (FDH is formaldehyde dehydrogenase); active = well fitted inhibition curve with a large enough effect; inconclusive = small, poorly fitted or top-dose-only effect; inactive = no such curve, though single readings can be large or run the other way; note: 0% is about no effect; nearly all actives have a fitted effect of over 70% in size
Target sequence (Q9UGL1 whole entry, looked up): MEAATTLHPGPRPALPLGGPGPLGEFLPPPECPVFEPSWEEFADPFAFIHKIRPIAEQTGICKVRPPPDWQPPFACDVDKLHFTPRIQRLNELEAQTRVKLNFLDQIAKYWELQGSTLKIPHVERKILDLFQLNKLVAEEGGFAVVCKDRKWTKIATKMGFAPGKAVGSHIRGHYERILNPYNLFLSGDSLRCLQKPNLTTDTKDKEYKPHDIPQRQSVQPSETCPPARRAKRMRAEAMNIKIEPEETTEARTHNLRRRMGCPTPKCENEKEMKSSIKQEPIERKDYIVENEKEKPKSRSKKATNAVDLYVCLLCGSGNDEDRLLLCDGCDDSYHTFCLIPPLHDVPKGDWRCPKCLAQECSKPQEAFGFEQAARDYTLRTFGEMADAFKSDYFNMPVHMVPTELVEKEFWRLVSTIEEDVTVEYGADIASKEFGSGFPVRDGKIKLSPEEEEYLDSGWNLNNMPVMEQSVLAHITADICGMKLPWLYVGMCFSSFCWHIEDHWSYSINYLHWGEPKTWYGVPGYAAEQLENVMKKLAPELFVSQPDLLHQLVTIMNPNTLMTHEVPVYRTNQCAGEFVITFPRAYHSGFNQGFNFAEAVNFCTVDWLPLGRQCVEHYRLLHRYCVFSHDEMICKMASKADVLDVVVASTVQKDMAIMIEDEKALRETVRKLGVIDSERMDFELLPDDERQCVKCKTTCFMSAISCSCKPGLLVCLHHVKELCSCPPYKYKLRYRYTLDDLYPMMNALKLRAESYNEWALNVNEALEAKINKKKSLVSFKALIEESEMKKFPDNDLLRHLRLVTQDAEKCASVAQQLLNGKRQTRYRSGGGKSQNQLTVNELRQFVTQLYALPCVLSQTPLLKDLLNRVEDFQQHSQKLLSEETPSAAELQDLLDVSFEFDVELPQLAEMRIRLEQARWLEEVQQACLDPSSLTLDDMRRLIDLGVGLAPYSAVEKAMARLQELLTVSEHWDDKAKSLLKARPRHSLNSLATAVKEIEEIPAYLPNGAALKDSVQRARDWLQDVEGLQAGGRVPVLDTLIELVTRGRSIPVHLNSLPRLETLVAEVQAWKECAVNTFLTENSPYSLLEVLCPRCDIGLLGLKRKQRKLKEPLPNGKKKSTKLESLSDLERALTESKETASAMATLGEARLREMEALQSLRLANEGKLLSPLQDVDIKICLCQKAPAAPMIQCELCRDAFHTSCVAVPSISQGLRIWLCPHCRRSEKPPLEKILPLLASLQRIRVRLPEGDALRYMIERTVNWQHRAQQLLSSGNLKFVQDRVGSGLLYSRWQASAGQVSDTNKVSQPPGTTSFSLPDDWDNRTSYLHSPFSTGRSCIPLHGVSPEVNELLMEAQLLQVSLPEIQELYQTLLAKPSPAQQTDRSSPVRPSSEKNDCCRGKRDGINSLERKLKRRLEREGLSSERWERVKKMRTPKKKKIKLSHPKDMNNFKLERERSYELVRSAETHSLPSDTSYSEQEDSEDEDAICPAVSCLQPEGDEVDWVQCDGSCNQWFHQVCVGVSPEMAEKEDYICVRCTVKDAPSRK
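Compound dilutions met 200 nM (final) KDM5BΔAP for 10 min at room temperature before substrate addition. The substrate mix held 12.5 µM H3K4me3 with cofactors 25 µM α-ketoglutarate and 50 µM Fe²⁺. NADH signal gain over 30 min defined activity.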
* marks the source's active call; other numbers are inactive results; i = inactive; ? = inconclusive; & = joins results of further samples; [ ] = dose if it differs, or a comment. Potency is the fitted concentration of half-maximal effect. Only part of the results is shown (hit frequency here may not be typical).

SMILES	KDM5B inh
O=C1/C(=C/c2ccccn2)SC(=S)N1CCc1ccccc1	-9%
Fc1ccc(CNC(=S)Nc2ccccc2)cc1	17%
O=C(CCc1nc2ccc(Cl)cc2[nH]1)N1CCCC(Cc2nc(C3CCOCC3)no2)C1 (stereo unspecified)	9%
CCn1cc(S(=O)(=O)N2CCC3(CC2)CNC(C(=O)O)C3)cn1 (stereo unspecified)	-10%
CCCC(CCC)C(=O)Nc1ccc(OC)cc1	12%
Cc1noc([C@@H]2C[C@H](NS(=O)(=O)c3cccs3)CN2C)n1	-3%[86.2 µM]
O=C1N(Cc2cccc(F)c2)CCCN1c1cccc(C(=O)N2CCc3ccccc32)c1	3%
O=C(c1ccccn1)N1CC2CC(C1)[C@H]1CCCC(=O)N1C2 (stereo partly specified)	-4%
Cc1noc(C)c1-c1cc2c(cc(C)n2CCN(C)C)c(-c2ccnn2C)n1	35µM*
CNC(=O)[C@H]1C[C@H](Oc2cccnc2)CN1S(=O)(=O)c1ccccc1C	-18%
COc1cccc(NC(=O)Cn2c(=O)n(Cc3nc(-c4ccccc4)no3)c(=O)c3ccccc32)c1	27%
Cc1noc(C)c1-c1cnc(Nc2ccc(F)c(Cl)c2)c2c1CCO2	18µM*
O[C@H]1CC[C@@H](Cc2cc(COc3ccccc3)on2)O[C@@H]1CN(CC1CC1)CC1CC1	-18%[86.2 µM]
CCOC(=O)c1oc2cc(OCC(=O)OC(C)C)ccc2c(=O)c1-c1ccccc1OC	13%
Cc1cc(NC(=O)N(C)CC2CCOCC2)ccc1Br	-9%
COc1ccccc1N1CCN([C@H]2[C@@H]3OC[C@@H](O3)[C@@H](NC(=O)Nc3cccc(C#N)c3)[C@@H]2O)CC1	12%
CC(C)(C)NC(=O)c1cccc2c1-c1ccccc1C2=O	-9%
COCC1CN(C2CCC2)CC12CCN(C(=O)NCc1ccc(F)cc1)CC2 (stereo unspecified)	?
CCN(CC)C(=O)Cn1c(SCC(=O)Nc2ccc(C)c(C)c2)nc2ccccc21	8%
O=S(=O)(c1ccc2nc(Nc3ccc(Br)cc3F)ccc2c1)N1CCCCC1	?
Cn1c(=O)n([C@H]2CCCN(C(=O)C3CCC3)C2)c2ncccc21	11%
Cc1cc(=S)[nH]c(=S)[nH]1	-29%&3%
O=c1c2sc3ccccc3c2n(Cc2ccccc2Cl)c(=O)n1Cc1ccccc1	-19%
CCOc1ccc(S(=O)(=O)N2Cc3ccccc3CC2C(=O)Nc2ccc(NC(C)=O)cc2)cc1 (stereo unspecified)	-24%
O=C(c1nc2c(o1)CCN(Cc1ccccc1F)CC2)N1CCOCC1	-5%[86.2 µM]
Oc1ccc(-c2ccccc2)cc1CN1CCCCCC1	6%
Cc1ccc(C2=NS(=O)(=O)N(C)C(C(=O)N3CCN(c4ccccc4)CC3)=C2)cc1	-27%
CC(C)c1ccc(-c2cc(=O)c3cc(NC(=O)CCc4cc(Cl)no4)ccc3o2)cc1	-8%
COc1ccc(CN2CCN3C(=O)N(Cc4ccc(C)cc4)C[C@H]3C2)cn1	-3%[86.2 µM]
O=C(N/N=C\c1ccccc1)c1cccc(C(=O)N/N=C\c2ccccc2)n1	-6%
CCN(C(=O)c1ccsc1)C1CC1	7%
Cn1c(CCNC(=O)C[C@H]2NC(=O)c3ccccc3NC2=O)nc2ccccc21	11%
O=C(CCN(Cc1cccs1)CC1CCCO1)Nc1ccccc1 (stereo unspecified)	8%
COCCCNC(=O)c1cnc2n[nH]c(-c3ccccc3)c2n1	-3%[86.2 µM]
Cc1cnc(CC2CCN(C(=O)CCc3c[nH]c4ccccc34)C2)n1CC1CC1 (stereo unspecified)	-2%
CCOc1ncccc1C(=O)OCC(=O)c1cc(OC)c(OC)c(OC)c1	22%
O=C(COC(=O)c1cnccn1)Nc1cccc(F)c1	15%&-20%
COc1cc(OC)c(NC(=O)c2c(C)nn(-c3ccc(C)cc3)c2-n2cccc2)cc1Cl	-27%
Cc1cc(C)cc(Oc2c(C(F)(F)F)oc3c(CN4CCCC(C)C4)c(O)ccc3c2=O)c1 (stereo unspecified)	-3%
O=C(O)C1CC(=O)N(c2ccc(S(=O)(=O)Nc3ccccc3F)cc2)C1 (stereo unspecified)	15%

Structural class: those above with a COOH group.
SMILES	KDM5B inh
CCn1cc(S(=O)(=O)N2CCC3(CC2)CNC(C(=O)O)C3)cn1 (stereo unspecified)	-10%
O=C(O)C1CC(=O)N(c2ccc(S(=O)(=O)Nc3ccccc3F)cc2)C1 (stereo unspecified)	15%

(more compounds)
SMILES	KDM5B inh
N#Cc1cccc(-c2cn3c(n2)N(C(=O)c2cccs2)CCC3)c1	28µM*
O=C(NCc1ccccc1)N1CCC[C@H](n2c(=O)n(CC3CC3)c3cccnc32)C1	9%
CC(C)c1nn(C)c2c1C(c1cccc3c1OC(C)(C)C3)CC(=O)N2 (stereo unspecified)	0%
CCOc1ccc(NC(=O)C2CC3CCC2C3)cc1 (stereo unspecified)	7%
COc1ccc(S(=O)(=O)c2c(O)c3ccc(C(=O)Nc4cccc(C)c4C)cc3[nH]c2=O)cc1	?
COCCCNC(=O)c1cnc2c(c1)N(C(=O)Cc1ccc(C(C)C)cc1)CCC2	9%[86.2 µM]
O=C1CCN(Cc2ccccn2)CCCC(c2nc(-c3cccnc3)no2)CCN1 (stereo unspecified)	17%
Cc1nc(CC(=O)NCc2cccnc2N2CCOCC2)cs1	?
CN(C)c1ccc(C(=O)N2CCC(Cc3nc(-c4cnccn4)no3)CC2)cc1	-21%
O=C(NCc1cccnc1)C1CCc2nnc(C3CCN(C(=O)c4ccccc4)CC3)n21 (stereo unspecified)	11%[115 µM]
Cc1ccccc1CCN(C(=O)c1csnn1)C(C(=O)NC1CCCC1)c1ccco1 (stereo unspecified)	18%
CC(C)C[C@H](NC(=O)Nc1ccc2c(c1)OCCO2)C(=O)O	30%
C[S+](=O)([O-])NCCn1ccc2cc(OC3CCN(C(=O)C4CCCC4)CC3)cnc21	35µM*
O=C(CC(C(=O)O)c1c(F)cccc1Cl)c1ccc(Cl)cc1 (stereo unspecified)	39%
CCc1nnc(SCc2nc(-c3ccccc3F)oc2C)c2cc3sccc3n12	-25%
CCOC(=O)c1c(C)oc2nc(C)nc(NCCc3ccc(OCC)cc3)c12	-2%
CCc1nc(CN(C)Cc2cc3n(n2)CCN(C(=O)N(C)C)C3)no1	-26%
CCN(CC)CCCNC(=O)c1cn2ccnc(-c3ccccc3)c2n1	?
Cc1cc2oc(=O)cc(CN3CCN(CCc4ccccn4)CC3)c2cc1C	4%
Cc1sc2ccn(Cc3ccc(F)cc3)c(=O)c2c1C(=O)NC1CCCC1	-18%

Arranged by value in KDM5B inh (rising): 5 of the compounds above
smiles,KDM5B inh
CCOC(=O)c1c(C)oc2nc(C)nc(NCCc3ccc(OCC)cc3)c12,-2%
CCOc1ccc(NC(=O)C2CC3CCC2C3)cc1 (stereo unspecified),7%
O=C(NCc1ccccc1)N1CCC[C@H](n2c(=O)n(CC3CC3)c3cccnc32)C1,9%
O=C1CCN(Cc2ccccn2)CCCC(c2nc(-c3cccnc3)no2)CCN1 (stereo unspecified),17%
O=C(CC(C(=O)O)c1c(F)cccc1Cl)c1ccc(Cl)cc1 (stereo unspecified),39%

Next compounds follow:
SMILES	KDM5B inh
CC(C)n1nc(C(=O)N2CCc3ccccc3C2)c2ccccc2c1=O	7%
COc1ccc(Nc2nc(Nc3ccccc3)c3nccnc3n2)cc1Cl	10%
CSc1ccc(C)c(C(=O)Nc2ccccc2C(C)C)c1	-1%
O=C(c1ccccc1F)N1CCC2(CC1)C(=NC1CCCC1)NC(=O)N2c1cccnc1	13%[115 µM]
Cc1cccc(C(=O)NCCC(=O)N2CCN(CC(=O)Nc3cccc(C)c3C)CC2)c1	21%
Cc1ccc2c(c1)nc(SCC(O)c1ccc(Br)cc1)n2C (stereo unspecified)	-17%
CCc1cccc(NC(=S)N(CCOC)C(C)c2ccco2)c1 (stereo unspecified)	-5%
CC(C)CC(NC/C=C/c1ccccc1)C(=O)O (stereo unspecified)	-19%
Cc1ccc(-c2nc(C#N)c(N3CCN(c4ccccc4)CC3)o2)cc1	?
COC(=O)C1=C(C)Nc2nc3ccccc3n2C1c1ccc(OC)cc1 (stereo unspecified)	-27%
O=S(=O)(Nc1cccc2cccnc12)c1ccccc1F	8%
CNC(=O)[C@@H](C1CC1)N1CCC[C@H]1C(=O)NC1CC1	-13%[115 µM]
N=C(N)c1ccc(OCc2ccncc2)cc1	?
Cn1ccc2c(C(=O)NCC3CCC(=O)N3)nc(-c3ccccc3C#N)cc21 (stereo unspecified)	i
O=C(Nc1ccc(F)c(Cl)c1)c1ccc2c(Cl)c3c(nc2c1)CCC3	24%
O=C(CSc1ncc(-c2ccc(Cl)cc2)[nH]1)Nc1ccccc1F	2%
CCCCCc1ccc(-c2ccc(C3CCC(CCCC)CC3)cn2)cc1 (stereo unspecified)	13%
CCN(CCCNC(=O)C(C)C)c1ccccc1	-3%
CCCc1cc(=O)[nH]c(SCC(=O)N2CCN(S(=O)(=O)c3ccccc3)C2)n1	-5%
CCc1ccc(OCC(O)Cn2c(=O)c3ccccc3n3nc(C)cc23)cc1 (stereo unspecified)	?

Pulled by structure from the entries so far:
SMILES	KDM5B inh
Oc1ccc(-c2ccccc2)cc1CN1CCCCCC1	6%
CNC(=O)[C@@H](C1CC1)N1CCC[C@H]1C(=O)NC1CC1	-13%[115 µM]
CCN(CCCNC(=O)C(C)C)c1ccccc1	-3%
CCN(CC)C(=O)Cn1c(SCC(=O)Nc2ccc(C)c(C)c2)nc2ccccc21	8%
O=S(=O)(Nc1cccc2cccnc12)c1ccccc1F	8%

More entries follow:
SMILES	KDM5B inh
CO/N=C/c1ccc(OC)c(Cl)c1	1%
CN(CC(=O)NCCC#N)Cc1ccc(C(C)(C)C)cc1	-6%
CN1C(=O)C2(CCN(Cc3ccsc3)C2)c2ccccc21 (stereo unspecified)	0%[86.2 µM]
COc1ccc(-c2nc(-c3ccc(S(=O)(=O)N4CCCC4)cc3)cs2)cc1OC	3%
COc1ccc(-c2cc(C(=O)NCC(C)C)c3c(C4CCCN4)nn(C)c3n2)cc1 (stereo unspecified)	50µM*
Cc1ccc(C(=O)N2CCC3(CCCNC3=O)C2)cc1N1CCNC1=O (stereo unspecified)	-19%
O=C(N[C@H]1CCOC[C@H]1C1CCOCC1)c1ccc(CN2CCCC2)o1	?
Cc1ccc(Cl)cc1NC(=O)COC(=O)c1nn(-c2ccccc2)c(=O)c2ccccc12	3%
O=C1c2ccccc2CN1C1CCN(Cc2ccc(F)cc2)CC1	22%[149 µM]
Cc1ccc(S(=O)(=O)N2CCCCC2)cc1NC(=O)[C@@H]1CCCN1C(=O)c1cccs1	11%
COc1ccc(Cl)cc1C(=O)N1CCCC(n2cc(-c3noc(C)n3)nn2)C1 (stereo unspecified)	-11%
Cc1ccc(C(=O)Nc2ccc3oc(-c4ccc(F)cc4)nc3c2)cc1	-3%
CN1[C@@H](CCC(=O)N2CCOCC2)CNC(=O)[C@@H]2[C@H]1CCN2Cc1csnn1	-15%[86.2 µM]
COCC(=O)NC1CCCc2c1[nH]c1ccc(F)cc21 (stereo unspecified)	?
CSc1ccc(Cl)c(C(=O)O)c1	-4%
O=C(Cn1nc2c(cc1=O)CCCC2)N1CCSCC1	-10%
CN1C(=O)CS(=O)(=O)C12CCN(C(=O)c1cc(F)cc(F)c1)CC2	2%
Cc1ccc(C(=O)Nc2cccc3c2CCCC3)cc1	14%
CC(=O)c1sc(NC(=O)c2ccc(F)c(S(=O)(=O)N3CCOCC3)c2)nc1C	-13%
Cc1ccc(Cl)c(OC(=O)c2nn(C)c(=O)c3ccccc23)c1	-2%

Given bar-delimited: part of the list above
SMILES | KDM5B inh
O=C(NCc1ccccc1)N1CCC[C@H](n2c(=O)n(CC3CC3)c3cccnc32)C1 | 9%
CC(C)c1nn(C)c2c1C(c1cccc3c1OC(C)(C)C3)CC(=O)N2 (stereo unspecified) | 0%

Additional results follow.
SMILES	KDM5B inh
CC(=O)c1cccc(-n2c(=O)c3c4c(sc3n(Cc3cccc(C)c3)c2=O)CN(C(C)=O)CC4)c1	-22%
COCCOc1ccc2c(n1)CCN(C(=O)CC(C)C)C2	-21%
CN(C(=O)c1cnc(N2CCOCC2)c2ccccc12)c1ccccc1F	?
COc1ccccc1CN1C(=O)COC[C@@H]1[C@H](O)c1ccc(NC(=O)CCc2ccccc2)cc1	15%
O=C(Cc1ccc(Cl)cc1)NN=C1CCC(c2ccccc2)CC1 (stereo unspecified)	24%
CN1c2cc(C(=O)Nc3ccc(F)c(F)c3)ccc2C(=O)N2CCCCCC21 (stereo unspecified)	?
COc1cc(C(=O)OCC(=O)N(C)c2ccccc2)cc(OC)c1OC	-3%
O=C(Cn1ncc2c(Cl)cccc21)NCc1cccc(F)c1	7%
CCc1cccc2c(C3=CCN(C(=O)C(C)(C)C)CC3)c[nH]c12	?
C#CCOc1cccc(CN2CCN3C(=O)CN(C)C(=O)C3C2)c1 (stereo unspecified)	0%
O=C(CSc1ncc2c(n1)-c1ccccc1N(Cc1ccc(Cl)cc1)S2(=O)=O)c1ccc(Cl)cc1	-28%
Cn1cc(C(=O)NCC2CN(Cc3ccccc3)CC23CN(c2ccccc2)C3)cn1 (stereo unspecified)	?
CC(C)C(=O)N1N=C(c2ccc(F)cc2)CC1c1ccc2nccnc2c1 (stereo unspecified)	8%
CCn1cc(-c2c(-c3ccccc3)ncn2CC(=O)O)cn1	4%
O=C(c1cccc(F)c1)N1CCC(Oc2ccccc2)C1 (stereo unspecified)	21%
O=C(CN1C(=O)NC(c2ccc(Cl)cc2)C2=C1COC2=O)NC1CCCC1 (stereo unspecified)	-3%
COc1ccc(NC(=O)Cn2c(C)ccc(NS(=O)(=O)c3ccccc3)c2=O)cc1	-14%
